MEX-5 binding – MEX-5 zinc finger RNA-binding disruptors – biochemical, C. elegans, fluorescence polarization, MLPCN library, primary screen | MEX-5/FITC-TCR2 RNA binding; stronger effect = lower value | activity score (negative = inhibition of binding), % at 10 µM | 300,000 tested, 0.38% active;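 active = inhibition past about -25% in most replicates, and total fluorescence under double the plate's negative control median, limit read from the data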;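 note: 0% = DMSO and -100% = 5 µM competing unlabeled TCR2 RNA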
Target sequence (Q9XUB2 whole entry, looked up): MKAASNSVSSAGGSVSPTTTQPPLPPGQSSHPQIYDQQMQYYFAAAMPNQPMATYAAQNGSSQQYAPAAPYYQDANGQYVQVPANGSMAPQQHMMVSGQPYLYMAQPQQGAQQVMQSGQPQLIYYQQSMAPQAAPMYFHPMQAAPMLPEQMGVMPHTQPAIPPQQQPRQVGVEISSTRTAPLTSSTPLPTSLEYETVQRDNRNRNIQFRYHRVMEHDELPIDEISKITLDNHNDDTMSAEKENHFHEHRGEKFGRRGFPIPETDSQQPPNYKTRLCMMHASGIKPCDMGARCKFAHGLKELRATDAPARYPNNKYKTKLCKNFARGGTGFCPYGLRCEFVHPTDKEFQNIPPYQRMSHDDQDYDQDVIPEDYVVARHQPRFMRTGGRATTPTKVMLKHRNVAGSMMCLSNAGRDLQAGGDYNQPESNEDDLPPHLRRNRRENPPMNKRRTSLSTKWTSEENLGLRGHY
GRK2 inh – compounds blocking aptamer binding on GRK2 – biochemical, human GRK2, bead flow cytometry, HTS, primary screen; Beta-adrenergic receptor kinase 1 (Homo sapiens), P25098; FAM-aptamer displacement from GRK2; inhibition of aptamer binding, % at 10 µM; 330,000 tested, 0.59% active; AID 488847, 2010;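 active = inhibition of aptamer binding above 40%, roughly 3 SD of noise, on plates passing a quality check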;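 note: median bead fluorescence of bound FAM aptamer so fluorescent compounds give negative values; no value below 0 was filed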
Fam108B counter – mouse Fam108B serine hydrolase inhibitors, primary screen, counter-screen for RBBP9 inhibitor project, biochemical, fluorescence polarization; recombinant Fam108B, FP-Rh probe fluorescence polarization; AID 1947, 2009; inhibition, % at 9.51 µM; 300,000 tested, 0.33% active;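 active = inhibition above the screen mean inhibition plus 3 SD, computed separately per campaign, cut at about 18% in these data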;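 note: inhibitors lower polarization as less probe binds the enzyme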
PME-1 primary – PME-1 inhibitors via competitive probe labeling, primary screen, biochemical, fluorescence polarization, FP-Rh probe, HTS | recombinant PME-1 | 320,000 tested, 0.53% active | Protein phosphatase methylesterase 1 (Homo sapiens), Q9Y570 | inhibition, % at 5.9 µM;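 active = inhibition above the campaign mean of all compounds plus 3 SD, cut at about 26% in these data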;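 note: competitive labeling of PME-1 active site by serine hydrolase directed probe; 0% = PME-1 with DMSO and 100% = wells lacking PME-1 enzyme; inhibitors block probe labeling so polarization falls and inhibition rises; many of its hits are not listed in these tables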
Efflux pump inh – inhibitors of Candida efflux pumps in yeast, primary screen, S. cerevisiae, Nile Red, multiplex; 330,000 tested, 0.44% active; inhibition, % at 10 µM; S. cerevisiae Candida pump triplex;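 active = plate passing quality check with inhibition over a set limit, or well fluorescence over plate mean plus 4 SD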;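 note: Nile Red retained in pooled yeast measured as flow cytometry median fluorescence; 0% = buffer negative control and 100% = Enniatin B positive control; higher means more Nile Red kept so more efflux inhibition; some compounds called inactive have numbers as strong as hits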
Bcl-xL primary – inhibitors of human Bcl-xL, primary screen, biochemical, fluorescence polarization, HTS; Bcl-2-like protein 1 (Homo sapiens), Q07817; GST-Bcl-xL / FITC-Bim BH3 peptide fluorescence polarization; inhibition, % at 10.9 µM; 320,000 tested, 0.7% active; AID 2129, 2009;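 active = inhibition above the mean of all tested compounds plus 3 SD, cutoff set per campaign, cut at about 30% in these data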;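 note: 0% = DMSO wells and 100% = unlabeled Bim-BH3 peptide competitor; inhibitors lower millipolarization by displacing the labeled peptide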
Target sequence (Q07817 whole entry, looked up): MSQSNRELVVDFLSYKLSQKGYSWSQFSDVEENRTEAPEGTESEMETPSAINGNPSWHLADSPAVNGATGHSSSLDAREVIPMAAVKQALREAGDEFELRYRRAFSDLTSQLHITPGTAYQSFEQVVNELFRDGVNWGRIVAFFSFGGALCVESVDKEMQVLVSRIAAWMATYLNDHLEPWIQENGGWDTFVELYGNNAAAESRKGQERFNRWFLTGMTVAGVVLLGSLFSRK
VLA-4 inh – inhibition in human VLA-4 binding assay, primary screen, VLA-4 allosteric modulator project, MLPCN library, flow cytometry, VLA-4 expressing cells; Integrin alpha-4 (Homo sapiens), P13612; ligand binding flow cytometry; inhibition, % (about 7 µM as worked out from the volumes in the protocol); 330,000 tested, 0.2% active; AID 2557, 2010; in the data active = inhibition above about 50%
MCL1-BIM inh – inhibitors of MCL1 binding to BIM-BH3, primary screen, biochemical, fluorescence polarization; GST-MCL1 / FITC-Bim-BH3 fluorescence polarization; inhibition, % at 10.9 µM; Induced myeloid leukemia cell differentiation protein Mcl-1 (Homo sapiens), Q07820; AID 2057, 2009; 320,000 tested, 0.68% active;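 active = inhibition above the mean inhibition of all tested compounds plus 3 SD, set per campaign, cut at about 40% in these data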;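 note: 0% = DMSO wells and 100% = unlabeled Bim-BH3 peptide control; higher means more loss of mP so more displacement of Bim peptide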
Target sequence (Q07820 whole entry, looked up): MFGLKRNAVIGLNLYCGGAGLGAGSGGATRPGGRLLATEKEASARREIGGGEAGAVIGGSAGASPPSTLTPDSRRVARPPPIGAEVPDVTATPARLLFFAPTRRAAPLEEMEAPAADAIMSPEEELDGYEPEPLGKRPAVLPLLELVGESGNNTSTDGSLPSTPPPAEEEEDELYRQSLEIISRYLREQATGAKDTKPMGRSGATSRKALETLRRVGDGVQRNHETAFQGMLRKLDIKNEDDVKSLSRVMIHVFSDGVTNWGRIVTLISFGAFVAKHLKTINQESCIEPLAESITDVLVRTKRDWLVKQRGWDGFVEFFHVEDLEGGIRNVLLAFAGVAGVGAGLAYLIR
GLD-1 TGE inh – GLD-1/TGE RNA complex disruptors, primary screen, biochemical, fluorescence polarization; inhibition, % at 5.96 µM; Female germline-specific tumor suppressor gld-1 (Caenorhabditis elegans), Q17339; purified GLD-1 + fluorescein TGE RNA; 320,000 tested, 0.44% active; AID 2280, 2010;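 active = percent inhibition above a per-plate cutoff, the plate mean of test compounds plus 3 SD, cut at about 30% in these data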;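 note: 0% = DMSO wells with GLD-1 and probe and 100% = wells lacking GLD-1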
* marks the source's active call; other numbers are inactive results; . = no result given.

SMILES | MEX-5 binding | GRK2 inh | Fam108B counter | PME-1 primary | Efflux pump inh | Bcl-xL primary | VLA-4 inh | MCL1-BIM inh | GLD-1 TGE inh
COc1ccc(CCNC(=O)CCOc2ccc(C)cc2)cc1OC | 2.4 | 0 | 4 | 3 | -0.2 | 2 | 23 | 2 | 6
COc1cccc(NC(=O)CC2C(=O)NCCN2C(=S)Nc2ccc(F)cc2)c1 (stereo not drawn) | -1.5 | 0 | 0 | -2 | 0.2 | 0 | -7 | 3 | -2
CCC(CC)c1nnc(NC(=O)c2ccc(N3CCCCC3)c([N+](=O)[O-])c2)s1 | 0.9 | 0 | 1 | 5 | 0.1 | -9 | 16 | -6 | 3
CC(C)CCNC(=O)CSc1nc2ccccc2c(=O)[nH]1 | -4.5 | 0 | 3 | 4 | -0.1 | 0 | -4 | 8 | 2
Cc1c(OCC(=O)N(C)C)ccc2c3c(c(=O)oc12)CCCCC3 | 1.9 | 0 | -6 | -7 | -0.1 | -1 | 8 | 9 | 2
CCOc1ccccc1-c1nc(SCC(=O)O)n[nH]1 | 2.2 | 3 | -7 | -1 | 0.1 | 3 | 3 | -5 | -3
C(=N\Nc1nc(-c2ccccc2)cs1)/c1cccs1 | -1.4 | 0 | 8 | -6 | 0.2 | 1 | 0 | -1 | -5
COc1ccc(O)c(C2=Nc3ccccc3N=C(c3ccco3)C2)c1 | -5.6 | 0 | 2 | 0 | -0.2 | 1 | 17 | -2 | -5
CCn1c(C)c(C)c2cc(C(=O)Nc3cccc(Cl)c3)ccc21 | 1.3 | 0 | -4 | -9 | 0.5 | -1 | 0 | -4 | -1
CC(NC(=O)C1CCCCC1)c1ccc2c(c1)OCCO2 (stereo not drawn) | 2.1 | 3 | -2 | -3 | -0.1 | 2 | 22 | 1 | 9
COc1ccc(Cc2noc(CN3CCNC(=O)CC3)n2)cc1OC | -1.4 | 0 | -5 | -1 | -0.2 | 2 | 0 | -4 | -8
COc1ccc(CCNS(=O)(=O)c2cccs2)cc1 | 0.7 | 0 | -3 | 3 | 0.1 | 1 | 2 | -2 | 5
Cc1ccc(S(=O)(=O)CCC(=O)NCc2ccccc2)cc1 | 2.2 | 2 | -2 | -4 | 2.5 | 4 | 19 | 1 | 0
O=C(CC1C(=O)NCCN1C(=O)c1ccc(F)cc1)OCc1ccccc1 (stereo not drawn) | 1.8 | 0 | -8 | -13 | 0.5 | 0 | 8 | 7 | -4
CCOc1ccccc1NC(=O)COC(=O)c1cccc(-c2ccc(OC(C)=O)cc2)c1 | -0.4 | 2 | -2 | 1 | -0.5 | 6 | -28 | 11 | 7
NC(=O)c1ccc(NC(=O)COC(=O)c2ccc(Cl)nc2)cc1 | . | 2 | . | -2 | 0.1 | 4 | 22 | 3 | 3
CC1CC(C)(C)CC2(C1)NC(=O)N(CC(=O)N(C)Cc1nc3ccccc3c(=O)[nH]1)C2=O (stereo not drawn) | . | 5 | . | 0 | -0.2 | -2 | -4 | 2 | 3
COc1ccc(CNC(=O)CN2CCC(C(=O)c3ccc(OC)cc3)CC2)cc1 | -1.9 | 0 | 4 | 15 | 0.1 | 3 | 1 | 5 | 3
CC1CN(C(=S)SCCN2Cc3ccccc3C2=O)CC(C)O1 (stereo not drawn) | 1.1 | 3 | -1 | 1 | 0.1 | 4 | 7 | -5 | -8
O=C(NCc1cccnc1)c1cccc(S(=O)(=O)Nc2cccc(Cl)c2)c1 | . | 0 | . | 2 | 0.1 | 6 | 0 | 7 | 4
Cc1cc2c(=O)n(C)c(SCC(=O)Nc3cccc(F)c3)nc2s1 | -1.9 | 0 | 1 | 0 | 0.1 | -2 | 4 | -6 | 4
CC(=C1C(=O)c2ccccc2C1=O)N1CCN(c2ccccn2)CC1 | -3.3 | 0 | -2 | 3 | -0.1 | 11 | 0 | 7 | -2
CS(=O)(=O)Nc1ccc(C(=O)NCCSC2CCCCC2)cc1 | -1.1 | 0 | -2 | -3 | 0.2 | 1 | 5 | 6 | -4
COC(=O)Cc1ccc(NC(=S)NC(C)(C)C)cc1 | 2.0 | 0 | -1 | 5 | -0.1 | 8 | -2 | 6 | -1
O=C(O)c1cccc2sc3cc(Cl)ccc3c(=O)c12 | . | 2 | . | -8 | -0.3 | 12 | 12 | 5 | 6
Cc1nn(-c2cccc(Cl)c2)c(Cl)c1/C=N/NC(=O)c1cccnc1 | 1.5 | 0 | -2 | -10 | 0.0 | 0 | 5 | 11 | -6
O=C1CC(c2cccc(Cl)c2)CC(O)=C1C=NCCCO (stereo not drawn) | -5.7 | 0 | 6 | 3 | 0.1 | 7 | 6 | 10 | 3
CCCCSc1ncc(C(=O)OCC)c(N)n1 | 2.0 | 2 | 1 | -5 | 0.0 | 1 | -8 | 2 | 8
COc1ccc(C(=O)c2cc3c(cc2[N+](=O)[O-])OCCO3)cc1 | 0.2 | 0 | 0 | -3 | -0.1 | 1 | -3 | 2 | -3
COc1ccc(C(=O)NC(C)c2nnc(SCC(=O)Nc3nc(C)cs3)n2C)cc1 (stereo not drawn) | -2.4 | 3 | -2 | -3 | 0.1 | 5 | 2 | -2 | 4
O=C(N/N=C/c1cccs1)c1ccc2ncccc2c1 | -0.7 | 0 | -1 | -4 | 0.0 | 2 | -4 | 6 | 0
Cc1ccc(CNS(=O)(=O)c2ccc(-n3cnnn3)c(C)c2)cc1 | -2.8 | 1 | 0 | 3 | 0.0 | 4 | 7 | 8 | 2
c1ccc2sc(NC3=NCN(CCN4CCOCC4)CN3)nc2c1 | 2.9 | 3 | -2 | 2 | 0.0 | 5 | -2 | 1 | -1
CC1=CC(C)(C)N2C(=O)C3(C(C#N)=C(N)Oc4cc(O)ccc43)c3c(C)c(C)cc1c32 (stereo not drawn) | -0.4 | 2 | -4 | -5 | -0.1 | 1 | -10 | 6 | 2
CCC(c1nnc(SCC(=O)Nc2cc(C)on2)o1)N(C)C (stereo not drawn) | . | 4 | . | -2 | 0.0 | 5 | -7 | 10 | 8
CC(=O)Nc1ccc(S(=O)(=O)Nc2ccccc2N2CCOCC2)cc1 | . | 1 | . | -3 | -0.1 | 4 | -51 | 5 | -3
Fc1ccc(N/N=C(/c2ccccc2)c2ccccn2)cc1 | -0.9 | 3 | 2 | 3 | -0.1 | 8 | 8 | 4 | 7
CCc1ccc(N2C(=O)c3sc4nnc(-c5ccccc5)c(=O)n4c3C2=O)cc1 | 0.0 | 0 | -3 | -4 | 0.1 | -1 | -12 | 2 | 2
Cc1ccc(S(=O)(=O)N2CCOCC2)cc1C(=O)NC(=S)N1CC(C)OC(C)C1 (stereo not drawn) | -2.9 | 2 | 1 | 4 | 0.0 | 0 | 19 | 0 | 2
CCCCC1CCC(C(=O)Nc2ccccc2)CC1 (stereo not drawn) | . | 2 | 0 | 2 | -0.1 | 4 | 6 | 6 | 7
Cc1nc2c3ccccc3n(Cc3ccccc3F)c2s1 | -2.8 | 0 | -1 | 18 | -0.1 | 3 | 7 | 1 | 3
COc1cccc(CNC(=O)C2CCCN2S(=O)(=O)c2ccc3c(c2)C(C)(C)C(=O)N3C)c1 (stereo not drawn) | -2.4 | 0 | 1 | -4 | -0.1 | 3 | -11 | -3 | -5
O=C(O)C1CC=CCC1C(=O)NNc1ccccc1 (stereo not drawn) | -0.3 | 3 | -1 | -5 | -0.2 | 3 | 1 | -1 | 5
CC(=O)O[C@H]1[C@H](C)OC=C[C@@H]1OC(C)=O | 2.4 | 0 | 6 | -1 | -0.1 | 5 | -14 | 15 | 11
CCc1nnc(NC(=O)C2CC(=O)N(CCc3ccccc3)C2)s1 (stereo not drawn) | -1.6 | 0 | 3 | -5 | 0.1 | -3 | 5 | -10 | 2
C(=N\C(/N=C/c1ccco1)c1ccco1)/c1ccco1 | -1.1 | 5 | 4 | 5 | 0.1 | 23 | 31 | 33 | 10
Cc1cc(NC(=O)CN2C(=O)CC(c3ccco3)Sc3ccccc32)no1 (stereo not drawn) | 0.9 | 5 | 6 | -5 | 0.3 | 6 | -6 | 6 | -1
O=C(O)c1cccnc1C(=O)O | . | 0 | 1 | 2 | -0.3 | 1 | 11 | 1 | 4
O=c1[nH]c2cc3c(cc2cc1CN(CCO)S(=O)(=O)c1ccccc1Cl)OCCO3 | -0.5 | 0 | 4 | -5 | -0.3 | 10 | 10 | 5 | 8
CC1CCN(S(=O)(=O)c2ccc(S(=O)(=O)NCC(=O)C(C)(C)C)cc2)CC1 | 0.4 | 0 | -2 | 2 | -0.1 | 2 | -6 | 1 | 9
Cc1ccc(C(=O)Nc2ccc(NC(=O)c3cccs3)cc2)c(C)c1 | -0.2 | 0 | -2 | -5 | 0.2 | 5 | 6 | 10 | 4
COc1cc(C(=O)Nc2ccccc2NC(=O)c2cc(OC)c(OC)c(OC)c2)cc(OC)c1OC | 2.8 | 0 | -5 | 5 | -0.1 | 2 | -21 | 6 | -6
CCCn1c(=O)[nH]c(=O)c2c1nc(-c1cccs1)n2CCOC | -1.4 | 3 | -1 | 10 | 0.1 | 1 | 17 | 2 | -2
CCC(CC)=C(C#N)C(=O)NC1CCCCC1 | 1.8 | 3 | 0 | 2 | 0.1 | 6 | 16 | 7 | 3
COc1cc(C=C(c2nc3ccccc3s2)c2nc3ccccc3s2)cc(OC)c1O | -0.7 | 0 | 0 | 7 | 0.3 | 15 | . | 22 | 3
Cn1c(SCC(=O)NCC2COc3ccccc3O2)nnc1C(F)(F)F (stereo not drawn) | . | 2 | . | . | 0.0 | . | -5 | . | 1
CN(C)CCNc1ncnc2sc(-c3ccccc3)cc12 | 1.1 | 0 | 1 | 1 | -0.2 | -4 | 4 | -5 | 4
O=C(O)/C=C1\CCCc2ccccc2C1O (stereo not drawn) | . | 1 | 6 | -2 | 0.0 | 1 | 3 | 5 | -6
O=C(/C=C/c1cccc(Cl)c1)NCc1cccs1 | 1.0 | 0 | 1 | 2 | 0.0 | 6 | 20 | 2 | -1
Cc1ccc(-c2[nH]c(-c3ccccc3)nc2SCC(=O)NCC2CCCO2)cc1 (stereo not drawn) | 0.5 | 1 | 6 | 2 | 0.2 | 1 | 22 | 3 | 7
Cc1ccc(Nc2cc(-n3nc(C)cc3C)ncn2)cc1 | -0.5 | 1 | -8 | -5 | 0.1 | -7 | 4 | -11 | 8
O=C(NNC(=O)c1cccs1)c1ccc([N+](=O)[O-])cc1 | -0.6 | 3 | 5 | 1 | -0.2 | 4 | -3 | 0 | 6

These rows are one share of the data; rates above refer to the full screens.
